Screening results: PubChem BioAssay, National Center for Advancing Translational Sciences (NCATS)
DT40 TDP1 CPT: growth inhibition of DT40 Tdp1-/-;hTDP1 cells with camptothecin (screen for TDP1 inhibitors). chicken DT40 Tdp1-/-;hTDP1 cells + 20 nM CPT, ATP luminescence, 48 h. Potency, µM (titrated, usually from 46.2 µM), inactives show top-dose activity change, negative = growth inhibition, actives largely listed as inhibitors. 12% of 420,000 active; also: nearly all actives have a fitted effect of over 55% in size
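Cell growth measured by CellTiter-Glo luminescence after a minimum 48 h, 37 C compound exposure with 20 nM CPT in Tdp1-knockout DT40 cells stably expressing hTDP1, seeded 400/well; qHTS titration format.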
TDP1 inh: blocks human tyrosyl-DNA phosphodiesterase 1. Q9NUW8. recombinant TDP1, AlphaScreen DNA substrate cleavage. Potency, µM (top dose mostly 130 µM), for inactives: top-dose activity change, negative = inhibition, actives largely listed as inhibitors. 0.28% of 350,000 active. AID 485290; also: nearly all actives have a fitted effect of over 40% in size
Target sequence (Q9NUW8 whole entry, looked up): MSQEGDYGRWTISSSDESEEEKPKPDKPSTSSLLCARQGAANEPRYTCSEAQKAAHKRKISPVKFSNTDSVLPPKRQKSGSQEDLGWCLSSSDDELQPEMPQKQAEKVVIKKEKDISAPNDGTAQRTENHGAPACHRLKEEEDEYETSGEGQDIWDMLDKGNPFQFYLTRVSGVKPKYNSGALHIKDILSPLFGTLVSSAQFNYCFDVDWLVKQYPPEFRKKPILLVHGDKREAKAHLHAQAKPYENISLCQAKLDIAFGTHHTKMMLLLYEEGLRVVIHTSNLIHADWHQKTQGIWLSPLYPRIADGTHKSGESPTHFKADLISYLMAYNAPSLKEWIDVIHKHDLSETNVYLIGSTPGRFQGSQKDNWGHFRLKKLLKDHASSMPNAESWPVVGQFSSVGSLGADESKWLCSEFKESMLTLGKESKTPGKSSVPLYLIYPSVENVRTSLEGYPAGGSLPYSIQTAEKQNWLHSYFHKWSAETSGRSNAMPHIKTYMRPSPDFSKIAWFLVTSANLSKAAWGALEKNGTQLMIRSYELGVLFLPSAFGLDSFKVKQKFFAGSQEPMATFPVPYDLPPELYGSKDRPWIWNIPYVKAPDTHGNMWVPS
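Enzyme-compound mixtures sat 15 min at room temperature, followed by a 5 min reaction with 15 nM final substrate and 10 min with AlphaScreen beads. Recombinant human Tdp1 was used at 1 nM final.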
DT40 TDP1 no CPT: qHTS for Inhibitors of human tyrosyl-DNA phosphodiesterase 1 (TDP1): qHTS in cells in absence of CPT; 15% of 420,000 active; Potency, µM (top dose mostly 46.2 µM), for inactives: at the highest dose activity change, negative = growth inhibition, actives largely listed as inhibitors; DT40 Tdp1-/- hTDP1 cells, no CPT, ATP luminescence, 48 h; AID 686978, 2013; also: nearly all actives have a fitted effect of over 55% in size
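Growth kinetics read by CellTiter-Glo luminescence after ≥48 hr at 37 °C. Cells: DT40 Tdp1-/- stably carrying human TDP1, 400 per well, compound exposure in the absence of CPT (DMSO vehicle).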
Starred values were filed as active, the others as inactive; u = inconclusive; x = not tested or not shown; [ ] = dose if it differs, or a comment. Calls follow the shape of the dose curve; as a rule, active = well fitted curve in the direction sought with a large enough effect; inconclusive = small, poorly fitted or top-dose-only effect, or another doubt; inactive = no such curve, though single readings can be large; an effect the other way counts as inactive or inconclusive. % is scaled to controls: 0 for no effect and ±100 for the full control effect; potency is read from the fitted curve at half-maximal effect.

nr	canonical_smiles	DT40 TDP1 CPT	TDP1 inh	DT40 TDP1 no CPT
1	C[n+]1ccccc1Nc1cc([N+](=O)[O-])ccc1N	0.7%	x	3.8%
2	CCOCCOc1nc2c(c(=O)n(C)c(=O)n2C)n1Cc1ccc(C)cc1	u	0.0%	8.2µM*
3	COc1ccc(/C=N/NC(=O)c2ccc(NC(=O)C3CCCCC3)cc2)cc1O	-13.7%	0.0%	u
4	NC(=S)NNc1cc(Cl)cc(Cl)c1	13µM*	5.9%	u
5	COc1ccc(C(C)C)cc1S(=O)(=O)NCCc1c(C)[nH]c2c(Cl)cccc12	29.1µM*	4.5%	u
6	NC(=S)NN=C1CCCCCCCC1	2.31µM*	x	u
7	N#CC1(NC(=O)CN2CCN(S(=O)(=O)c3ccccc3F)CC2)CCCC1	-6.8%	-8.4%	4.3%
8	CCCSc1ncc(Cl)c(C(=O)Nc2ccc(S(=O)(=O)N3CC(C)OC(C)C3)cc2)n1 (stereo not given)	u	7.8%	16.4µM*
9	COc1ccc(-c2[nH]c(-c3cccc(OC)c3)nc2SCC(=O)Nc2ccc3c(c2)OCO3)cc1	16.4µM*	7.5%	u
10	CC1CCCCC1NC(=O)COC(=O)COc1ccccc1F (stereo not given)	-5.8%	-2.8%	4.2%
11	Cc1ccc(C2(C)NC(=O)N(CC(=O)c3ccc4c(c3)OCCO4)C2=O)cc1 (stereo not given)	-10.6%	0.6%[56.1 µM]	6.4%
12	CCOC(=O)CNC(=O)N1C[C@H]2CON(C)[C@H]2C[C@H]1c1ccccc1Br	5.9%	x	-1.7%
13	COc1ccc(NC(=O)CN2CCN(c3ccc(Cl)cc3)CC2)c(OC)c1	u	3.8%	u
14	CN(C)C(CNC(=O)c1cccc(S(=O)(=O)NCc2ccccc2)c1)c1ccco1 (stereo not given)	-10.5%	-1.3%	-23.8%
15	CCCn1nc(C(=O)NCCc2ccc(S(N)(=O)=O)cc2)c2ccccc2c1=O	-28.2%	4.2%	-11.1%
16	Cc1cccc(N2CCN(C(=O)CCS(=O)(=O)c3ccc(Br)cc3)CC2C)c1 (stereo not given)	u	x	u
17	CCn1c(SCC(=O)Nc2c(C#N)cnn2-c2ccccc2)nnc1-c1cccs1	-2.4%	-1.4%	-21.5%
18	Cc1ccc(CNC(=O)C2(S(=O)(=O)c3ccccc3)CC=CC2)cc1	-8.0%	x	-1.9%
19	Clc1cc2nc(-c3cccnc3Cl)[nH]c2cc1Cl	-16.8%	x	27.1%
20	CNC(=O)NC(=O)COc1c(F)c(F)cc(F)c1F	-9.2%	1.8%	u
21	Cc1ccc(-c2cc(=O)[nH]c(NCc3ccccc3)n2)cc1	u	x	u
22	CCCCC(c1nc2ccccc2[nH]1)N(C(=O)c1ccccc1)c1ccccc1[N+](=O)[O-] (stereo not given)	u	x	u
23	CCCn1c2ccccc2c2cnn(CC(=O)NCCc3ccccc3)c(=O)c21	23.1µM*	-4.7%	u
24	O=c1c(-c2nn[nH]n2)coc2ccc(Cl)cc12	-2.1%	0.0%	-9.4%
25	O/C(=C\c1ccc2ccccc2n1)c1ccc(O)cc1O	12.2%	3.6%	-20.9%
26	CN(C)S(=O)(=O)c1ccc(C(=O)/C=C/c2cccnc2)cc1	8.2µM*	-5.9%	20.6µM*
27	COc1cc(C(=O)Nc2ccc(NC(=O)c3ccccc3Cl)nc2)cc(OC)c1OC	u	x	u
28	CC(=O)C1=CCC(c2ccccc2)N(S(=O)(=O)c2ccc(C)cc2)C1 (stereo not given)	u	x	23.1µM*
29	COc1ccc(N2CCN(C(=O)CSc3nc4c(c(=O)n(C)c(=O)n4C)n3C(C)C)CC2)cc1	18.4µM*	1.1%	u
30	COc1ccc2ccccc2c1/C=N/NC(=S)NCCN1CCOCC1	16.4µM*	5.0%	-12.4%
31	COc1ccc(CCNC(=O)CCCn2c(=O)c3ccccc3n(Cc3ccccc3)c2=O)cc1OC	u	-5.5%	16.4µM*
32	CC(C)CCN1CCC(CN2CCNC(=O)C2=O)CC1	-14.9%	x	-1.7%
33	CCOc1ccc2cc(C(=O)c3ccccc3)c(=O)oc2c1	-1.2%	-1.1%	-23.0%
34	Cc1ccc(C(=O)N2CCN(c3ccc(NC(=O)c4cccnc4Cl)cc3)CC2)cc1	-13.7%	9.4%	u
35	CN(C)C(=O)c1cc2c(c(-c3cccc(C4=CCCCC4)c3)n1)[C@@H](CCO)N(S(=O)C(C)(C)C)C2 (stereo not given in full)	1.0%	x	-17.5%
36	Cc1ccc(NC(=O)C2C3C=CC4(O3)C2C(=O)N(CCN2CCOCC2)C4C(=O)NC2CCCCC2)cc1C (stereo not given)	2.3%	1.4%	-1.6%
37	CC1(C(=O)NS(=O)(=O)c2cccs2)CCN1C(=O)C1(c2ccccc2)CCCC1 (stereo not given)	-4.2%	x	-3.8%
38	COc1ccc(C(=O)N2CCN=C2c2ccccc2)cc1OC	-2.1%	7.7%	-4.8%
39	COc1cc(OC)cc(C(=O)NNC(=O)CCc2nc3ccccc3c(=O)[nH]2)c1	4.2%	-0.3%	15.2%
40	CN(c1ccccc1)S(=O)(=O)c1cccc(C(=O)NCc2ccccc2)c1	u	0.2%	16.4µM*
41	COC(=O)c1ccc(N2CCCCC2)c(N)c1	-1.6%	3.6%	15.3%
42	CN1C(=O)c2ccccc2C(C(=O)NCc2ccco2)C1c1c[nH]c2ccccc12 (stereo not given)	u	7.1%	u
43	Cc1ccccc1-c1cc2nc(NCc3ccccc3)n(C)c(=O)c2s1	9.2µM*	x	u
44	COc1cccc(C2=NOC(C(=O)Nc3ccc4c(c3)OCO4)C2)c1OC (stereo not given)	-26.5%	x	u
45	C=CCSc1nc2ccccc2n1Cc1nnc(-c2cccs2)o1	u	1.0%	u
46	Nc1c(Cl)ncnc1N/N=C/c1ccncc1	-6.3%	6.8%	4.6%
47	Cc1ccccc1OC(=O)c1nc(SCc2ccccc2F)ncc1Cl	-7.5%	-2.3%	-11.4%
48	O=C(Nc1cccc(Cl)c1)Nc1nnc([C@H]2C[C@H](O)[C@@H](CO)O2)s1	-5.1%	x	u
49	O=C(N1CCN(c2ccccn2)CC1)C(Cl)(Cl)Cl	5.3%	-2.8%	-17.0%
50	Cc1ccccc1C(=O)NC(C(=O)Nc1nc2c(s1)CCCC2)C(C)C (stereo not given)	25.9µM*	0.0%	25.9µM*
51	Cc1ccc(NS(=O)(=O)c2cccc(C(=O)N3CCCCCC3)c2)cc1	u	-10.8%	20.6µM*
52	COc1ccc(OC)c(NC(=O)CCNS(=O)(=O)c2cc(Br)cnc2N)c1	-11.4%	4.8%	4.5%
53	Cc1ccc(-n2ncc3c(NCCc4ccccc4)ncnc32)cc1Cl	u	7.8%	u
54	COc1ccc(Cl)cc1Nc1ncnc2c1c(-c1ccccc1)cn2-c1ccccc1	-7.4%	5.2%	-4.8%
55	NS(=O)(=O)c1ccc(CCNC(=O)C2CCN(C(=O)Nc3ccccc3)CC2)cc1	u	0.3%	-0.6%
56	Cc1ccc2oc(=O)c3cnn(CC(=O)N(CCCN4CCOCC4)Cc4ccco4)c3c2c1	-1.0%	0.0%	-3.8%
57	COc1ccc(C)cc1NC(=O)C(=O)NNC(=O)c1ccco1	u	5.6%	u
58	c1ccc(-c2cn(C[C@H]3CC[C@H](Cn4cc(-c5ccccn5)nn4)O3)nn2)nc1	-5.5%	x	4.7%
59	COCCNC(=O)c1onc(CSc2ccncc2)c1C(=O)NCCOC	-20.2%	3.5%	-10.4%
60	Cc1nn(C(C)C(=O)NCCCN2CCCCCC2)c(=O)c2c1sc1ccccc12 (stereo not given)	u	3.5%	u

Four entries drawn at random from the list so far:
nr	canonical_smiles	DT40 TDP1 CPT	TDP1 inh	DT40 TDP1 no CPT
53	Cc1ccc(-n2ncc3c(NCCc4ccccc4)ncnc32)cc1Cl	u	7.8%	u
37	CC1(C(=O)NS(=O)(=O)c2cccs2)CCN1C(=O)C1(c2ccccc2)CCCC1 (stereo not given)	-4.2%	x	-3.8%
54	COc1ccc(Cl)cc1Nc1ncnc2c1c(-c1ccccc1)cn2-c1ccccc1	-7.4%	5.2%	-4.8%
42	CN1C(=O)c2ccccc2C(C(=O)NCc2ccco2)C1c1c[nH]c2ccccc12 (stereo not given)	u	7.1%	u

(continued)
nr	canonical_smiles	DT40 TDP1 CPT	TDP1 inh	DT40 TDP1 no CPT
61	CCC1CCCCN1S(=O)(=O)c1ccc(C(=O)N(CCCN(C)C)c2nc3cc4c(cc3s2)OCO4)cc1 (stereo not given)	16.4µM*	10.5%	u
62	CCOC(=O)C1CCN(c2cc3c(cc2NC(=O)c2ccccc2Br)n(C)c(=O)n3C)CC1	u	7.7%	18.4µM*
63	Cc1cc(C(=O)OCC(=O)Nc2ccccc2Br)c(C)o1	-18.0%	1.7%	-1.5%
64	CCOC(=O)c1c(NC(=O)CSc2ccccc2C(=O)O)sc(C)c1C	5.6%	1.2%	5.5%
65	COc1ccc(Cl)cc1NC(=O)CCCn1c(C)c2cnn(-c3ccccc3)c(=O)c2c1C	23.1µM*	2.5%	u
66	Nc1nc(CSc2nnnn2-c2ccccc2)nc(Nc2ccccc2)n1	-16.0%	x	-11.6%
67	NC(=O)[C@@H]1CCCNc2c(I)cc([N+](=O)[O-])cc2C(=O)N[C@@H](CO)C(=O)N[C@@H](Cc2ccc(O)cc2)C(=O)N1	-7.9%	6.6%	-16.0%
68	Cc1cc(C(c2cc(C)c(N)c(C)c2)c2ccco2)cc(C)c1N	-1.9%	x	u
69	CCCCCCn1c(=O)n2n(c1=O)C[C@]1(OC(=O)Nc3cccs3)CN(S(=O)(=O)c3ccc(C)cc3)C[C@]1(O)C2	20.6µM*	x	13µM*
70	O=C1CC(C(=O)N(c2ccc(F)cc2)C(C(=O)NC2CCCC2)c2ccccn2)CS1 (stereo not given)	1.3%	3.1%	-1.4%
71	O=C(N/N=C/c1ccc(O)cc1)NC12CC3CC(CC(C3)C1)C2	-0.5%	x	-28.4%
72	O=C(C=CC(=O)Nc1ccc(F)cc1F)Nc1ccc(F)cc1F	4.2%	x	3.8%
73	Cc1cc(C)c2c(CC(=O)NN(C)C)coc2c1	29.3%	0.0%	-9.8%
74	FC(F)(F)c1cccc(OCCN2CCN(Cc3ccccc3)CC2)c1	20.6µM*	2.7%	u
75	CCCCN(C(=O)c1cccc(N2C(=O)c3ccccc3C2=O)c1)c1c(N)n(CCCC)c(=O)[nH]c1=O	-0.7%	x	17.5%
76	CCCCCC(C)NC(=O)c1ccoc1C (stereo not given)	0.0%	5.0%	0.2%
77	COc1ccc(Cc2nc3ccc(C(=O)NCCn4cccn4)cc3o2)cc1	-5.2%	2.0%	-2.1%
78	O=C(Cn1cnc2c(nnn2-c2ccccc2)c1=O)N1CCC(Cc2ccccc2)CC1	u	-1.0%	20.6µM*
79	CC(NC(=O)COC(=O)CN1C(=O)c2ccccc2C1=O)c1ccccc1 (stereo not given)	-3.9%	0.0%	3.4%
80	CCC(C(=O)N1CCc2ccccc2C1)n1nc(C)n2c(cc3occc32)c1=O (stereo not given)	u	0.0%	u
81	O=C1NC(=O)C2C3c4ccccc4C(c4ccccc43)C12 (stereo not given)	-18.8%	0.0%	-6.0%
82	Cc1c(Cl)cccc1NC(=O)N1CCCN(c2nc(-c3ccccc3)ns2)CC1	u	2.9%	u
83	CCc1ccc(N2CC(C(=O)OCC(=O)Nc3cc(C)on3)CC2=O)cc1 (stereo not given)	-7.5%	5.2%	-0.1%
84	CSc1ncc(C(=O)N2CCN(c3ccc(F)cc3)CC2)c(C)n1	-28.4%	5.0%	-25.5%
85	CCn1nc(C)c(CCN(C)C(=O)Nc2cccc(Cl)c2C)c1C	-24.3%	-3.8%	u
86	O=C(COC(=O)CCCSc1nc2ccccc2[nH]1)NC(=O)NC1CCCC1	1.5%	5.2%	-15.1%
87	Cc1ccc(NC(=O)Cn2c(=O)n(CCCCC(=O)NCc3ccc4c(c3)OCO4)c(=O)c3ccccc32)cc1	-24.6%	-3.6%	-2.2%
88	COc1ccc(CNC(=O)COC(=O)c2[nH]c(C)c(C(C)=O)c2C)cc1OC	-1.5%	0.4%	-15.4%

Part of the list above, with one line to a screen:
65	COc1ccc(Cl)cc1NC(=O)CCCn1c(C)c2cnn(-c3ccccc3)c(=O)c2c1C
61	CCC1CCCCN1S(=O)(=O)c1ccc(C(=O)N(CCCN(C)C)c2nc3cc4c(cc3s2)OCO4)cc1 (stereo not given)
64	CCOC(=O)c1c(NC(=O)CSc2ccccc2C(=O)O)sc(C)c1C
86	O=C(COC(=O)CCCSc1nc2ccccc2[nH]1)NC(=O)NC1CCCC1
Compound | 65 | 61 | 64 | 86
DT40 TDP1 CPT | 23.1µM* | 16.4µM* | 5.6% | 1.5%
TDP1 inh | 2.5% | 10.5% | 1.2% | 5.2%
DT40 TDP1 no CPT | u | u | 5.5% | -15.1%
